WRN helicase inh = blocks human WRN helicase. Q14191. WRN helicase unwinding, fluorescent forked duplex, kinetic. Potency, µM (doses to about 114 µM), for inactives: at the highest dose activity change, negative = inhibition, most hits filed as inhibitors. 360,000 tested, 0.46% active; also: potency is read from the fitted curve at half-maximal effect; % is scaled to controls: 0 for no effect and ±100 for the full control effect; nearly all actives have a fitted effect of over 55% in size
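WRN at 20 nM final preincubated with compound 15 min at room temperature; reaction started with 100 nM fluorophore/quencher forked duplex oligonucleotide and 2 mM ATP final. Unwinding followed kinetically by red fluorescence (ex 525, em 598 nm).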
EPAC2 antagonist = blocks human EPAC2 exchange factor; Q8WZA2; EPAC2 GEF exchange of Rap1B-BODIPY-GDP, fluorescence; Potency, µM (titrated, usually from 114 µM), for the others: top-dose activity, negative = inhibition, usual class: inhibitors; 360,000 tested, 0.18% active; AID 720708; also: potency is read from the fitted curve at half-maximal effect; % is scaled to controls: 0 for no effect and ±100 for the full control effect; nearly all actives have a fitted effect of over 45% in size; many of its hits are not listed in these tables
Target sequence (Q8WZA2 whole entry, looked up): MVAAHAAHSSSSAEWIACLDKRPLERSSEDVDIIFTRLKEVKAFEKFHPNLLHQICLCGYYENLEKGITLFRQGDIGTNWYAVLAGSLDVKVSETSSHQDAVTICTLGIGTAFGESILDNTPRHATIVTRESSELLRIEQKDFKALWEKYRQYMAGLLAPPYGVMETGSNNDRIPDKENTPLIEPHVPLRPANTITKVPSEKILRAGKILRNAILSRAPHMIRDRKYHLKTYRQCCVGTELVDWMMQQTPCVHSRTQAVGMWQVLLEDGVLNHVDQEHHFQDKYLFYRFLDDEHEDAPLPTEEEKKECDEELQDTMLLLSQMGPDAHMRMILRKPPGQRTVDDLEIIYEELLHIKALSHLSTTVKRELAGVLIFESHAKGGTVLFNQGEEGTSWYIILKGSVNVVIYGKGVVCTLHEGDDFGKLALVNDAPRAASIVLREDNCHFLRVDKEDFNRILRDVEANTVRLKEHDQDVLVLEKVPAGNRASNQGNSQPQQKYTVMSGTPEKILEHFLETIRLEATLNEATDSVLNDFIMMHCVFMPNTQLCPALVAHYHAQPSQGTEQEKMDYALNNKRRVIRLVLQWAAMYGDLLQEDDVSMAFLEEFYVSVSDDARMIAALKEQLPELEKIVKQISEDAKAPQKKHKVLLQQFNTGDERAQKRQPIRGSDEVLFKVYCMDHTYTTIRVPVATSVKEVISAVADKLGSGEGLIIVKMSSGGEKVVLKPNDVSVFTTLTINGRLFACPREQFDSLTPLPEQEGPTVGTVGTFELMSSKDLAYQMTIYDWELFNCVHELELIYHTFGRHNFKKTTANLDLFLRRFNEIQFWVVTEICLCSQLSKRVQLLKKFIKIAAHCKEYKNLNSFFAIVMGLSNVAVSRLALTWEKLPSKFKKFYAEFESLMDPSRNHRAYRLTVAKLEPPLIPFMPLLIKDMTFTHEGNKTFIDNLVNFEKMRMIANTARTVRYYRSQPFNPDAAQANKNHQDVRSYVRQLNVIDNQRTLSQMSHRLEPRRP
Mm-Cpn inhibitor = M. maripaludis TRiC chaperonin inhibition | purified Mm-Cpn ATPase, ADP Transcreener TR-FRET | Potency, µM (highest dose often 76.9 µM), for inactives: top-dose activity, negative = inhibition, most hits filed as inhibitors | 330,000 tested, 0.031% active | AID 504842; also: potency is read from the fitted curve at half-maximal effect; % is scaled to controls: 0 for no effect and ±100 for the full control effect; nearly all actives have a fitted effect of over 80% in size
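ATPase read-out: TR-FRET ADP immunoassay (anti-ADP Eu cryptate vs ADP-d2), ex 320 nm, em 590/665 nm; signal drops as ADP forms. Enzyme 25 nM, ATP 10 uM, 30 min at 37°C after 10 min compound preincubation.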
PI5P4Ka inh = inhibitors of human PI5P4K alpha. P48426. PI5P4Kalpha enzyme, ADP-Glo luminescence, 60 min; stronger effect = lower value. max response, %. 330,000 tested, 1.2% active; active = max response of -50% or lower; inconclusive = between -30% and -50%; inactive = -30% or higher; also: value at the top dose of about 77 µM; % is scaled to controls: 0 for no effect and ±100 for the full control effect
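PI5P4Kalpha ADP-Glo assay; 5 microM ATP final; 60 min RT reaction; HEPES pH 7.4/EGTA/CHAPS, 5% DMSO; controls lacking substrate or enzyme; luminescent end-point.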
EPAC1 antag = antagonists of human EPAC1; 360,000 tested, 0.14% active; AID 720709; EPAC1 GEF assay, Rap1b-BODIPY-GDP exchange fluorescence; Potency, µM (highest dose often 115 µM), for inactives: at the highest dose activity change, negative = inhibition, usual class: inhibitors;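 also: potency is read from the fitted curve at half-maximal effect; plate controls were vehicle for no effect and positive control for full effect; nearly all actives have a fitted effect of over 50% in size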
CCT modulator = cytosolic chaperonin activity modulation; activity change, % (no concentration beside the values), hits read low; 360,000 tested, 0.3% active; purified chaperonin ATPase assay, HTRF ADP detection, 30 min; in the data active = activity change below about -30%; also: % is scaled to controls: 0 for no effect and ±100 for the full control effect
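TRiC at 40 or 20 nM final (batch-dependent) in 30 mM Tris pH 7.4, 100 mM KCl, 5 mM MgCl2, 1 mM DTT, with compound at single 76 uM and 10 uM ATP, 30 min at 37 deg C. ADP detected by HTRF Transcreener, 665/615 ratio.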
EPAC1 ag = agonists of human EPAC1. EPAC1 agonist qHTS, biochemical assay; response scale: 100% = response to 6.5 mM cAMP. Potency, µM (highest dose often 154 µM), inactives show top-dose activation, hits mostly activators. 360,000 tested, 0.073% active; also: potency is read from the fitted curve at half-maximal effect; nearly all actives have a fitted effect of over 60% in size
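Fluorescent GDP-exchange assay: 100 nM EPAC1 with 250 nM Rap1B preloaded with BODIPY-GDP and 50 uM GDP; compounds tested as concentration series, 5 min at room temperature, then read every 5 min for 30 min (ex 480/em 540 nm); normalized to 6.5 mM cAMP.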
PLK1 PBD block = inhibitors of human PLK1 polo-box domain binding; P53350; Plk1 PBD binding of FITC phosphopeptide, fluorescence polarization; Potency, µM, without a hit: max response, negative = inhibition, actives largely listed as inhibitors; 360,000 tested, 2.8% active; also: potency is read from the fitted curve at half-maximal effect; series mostly up to about 57 µM; % is scaled to controls: 0 for no effect and ±100 for the full control effect; nearly all actives have a fitted effect of over 65% in size
The depositor's hits bear a star; u = inconclusive; x = no result given. Unless noted, calls follow the shape of the dose curve; as a rule, active = well fitted curve in the direction sought with a large enough effect; inconclusive = small, poorly fitted or top-dose-only effect, or another doubt; inactive = no such curve, though single readings can be large; an effect the other way counts as inactive or inconclusive. Some of the compounds tested; count on the stated rates, not on these rows.

SMILES	WRN helicase inh	EPAC2 antagonist	Mm-Cpn inhibitor	PI5P4Ka inh	EPAC1 antag	CCT modulator	EPAC1 ag	PLK1 PBD block
Cc1cccc2cc(CN(Cc3ccco3)C(=O)c3cccs3)c(=O)[nH]c12	6%	4%	-1%	2	7%	-4.6	2%	-7%
COc1ccc(N2CC(C(=O)Nc3nnc(SCC(=O)NCc4ccco4)s3)CC2=O)cc1 (stereo not given)	u	-1%	-4%	u	-24%	-0.7	-1%	u
CCCCNC(=O)c1oc2ccc(S(=O)(=O)N3CCCC3)cc2c1C	-6%	-18%	1%	10	1%	-0.4	3%	0%
CC(=O)Nc1ccc(Nc2nc(Cl)nc(Nc3ccc(NC(C)=O)cc3)n2)cc1	-14%	13%	1%	9	-10%	-3.2	6%	-9%
O=C(CNC(=O)c1ccccc1)NCC(=O)OCc1ccccc1Cl	3%	18%	-5%	1	-5%	-1.6	0%	-9%
Cc1ccc(CNC(=O)C2CCC(=O)N2C(C)C)cc1 (stereo not given)	9%	7%	-2%	-1	6%	1.4	-1%	-8%
O=C(Nc1ncccn1)C1=C(O)c2ccccc2S(=O)(=O)N1Cc1ccccc1	-1%	4%	-5%	-4	8%	-1.7	-3%	-2%
O=C1c2ccccc2C(=O)N1CCCc1nc(-c2ccccc2)no1	-1%	-1%	-1%	x	5%	-1.0	-2%	-2%
CCOc1c(C#N)c(C#N)c2nc(C)cc(C)n12	1%	21%	-3%	-6	9%	0.7	3%	5%
OCc1nc2ccccc2n1CCCc1ccccc1	16%	-4%	x	-10	-3%	-0.2	3%	2%
NC(=O)C1CCN(C(=O)CCc2ccsc2)CC1	-4%	3%	-2%	5	-2%	0.0	1%	-16%
O=C(NC1CCCC1)C(c1ccsc1)N(C(=O)Cc1cccs1)c1ccccc1 (stereo not given)	-10%	16%	1%	x	7%	0.7	-1%	2%

The final 2 records of the part above lead into the next:
SMILES	WRN helicase inh	EPAC2 antagonist	Mm-Cpn inhibitor	PI5P4Ka inh	EPAC1 antag	CCT modulator	EPAC1 ag	PLK1 PBD block
NC(=O)C1CCN(C(=O)CCc2ccsc2)CC1	-4%	3%	-2%	5	-2%	0.0	1%	-16%
O=C(NC1CCCC1)C(c1ccsc1)N(C(=O)Cc1cccs1)c1ccccc1 (stereo not given)	-10%	16%	1%	x	7%	0.7	-1%	2%
Cc1cc(NCCCO)n2c(nc3ccccc32)c1C#N	-7%	-2%	-8%	1	-16%	-0.7	11%	2%
COc1ccc2ccccc2c1/C=N/NC(=O)c1cccc(C)c1	2%	11%	x	1	-11%	-1.6	8%	-8%
COc1ccc(CCNC(=O)c2ccc(Cl)cc2)cc1	0%	17%	0%	x	11%	1.6	2%	-2%
CCCOc1ccc(F)cc1-c1cc(C(=O)Nc2ccc(C(C)C)cc2)[nH]n1	-6%	-3%	x	-2	-18%	0.1	-11%	3%
CCCCn1c(N)c(N(CCOC)C(=O)C2CCN(S(=O)(=O)c3ccccc3)CC2)c(=O)[nH]c1=O	1%	1%	-1%	6	-4%	-1.9	3%	-8%
COC(OC)c1ccc(C#N)c(SCc2ccc(C)cc2)n1	-8%	-6%	-4%	13	-20%	-5.1	0%	9%
CCOC(=O)c1c(NC(=O)C(C)Sc2cn(C)c3ccccc23)sc2c1CCC2 (stereo not given)	-6%	1%	-3%	14	-14%	-5.5	2%	-16%
COc1ccc(-c2cnn3c4c(c(C)nc23)CCN4C(C)C)cc1OC	6%	0%	2%	x	-2%	-1.1	4%	-1%
CSCCC1Nc2ccc(S(=O)(=O)N3CCOCC3)cc2NC1=O (stereo not given)	0%	4%	2%	1	5%	-0.4	5%	-28%
Cc1cccc(OCCCC(=O)Nc2nccs2)c1C	6%	2%	0%	2	-4%	0.6	3%	-15%
O=C(CCc1ccc(O)cc1)NN=Cc1cc(Br)ccc1O	1%	-2%	x	-16	0%	-2.6	-1%	-9%
C#CCn1c(=NC(=O)CSC(C)=O)sc2cc(F)ccc21	-5%	8%	-3%	-21	u	0.3	-5%	-5%
COC(=O)c1ccccc1NC(=O)CSc1nnc(-c2cccc(NC(C)=O)c2)n1C	-3%	-1%	0%	-14	1%	-1.8	0%	-9%
CN(CC(=O)Nc1ccc(OC(F)(F)F)cc1)C(=O)C1CCC1	8%	1%	-5%	6	-14%	0.1	-3%	-7%
COc1ccc(C(C)=O)cc1COC(=O)c1ccc(S(=O)(=O)N2CCOCC2)cc1	-5%	-13%	0%	0	1%	-1.2	5%	-5%
Cc1ccc(N(C(=O)c2csnn2)C(C(=O)NC2CCCCC2)c2ccncc2)cc1 (stereo not given)	4%	13%	2%	3	0%	-0.8	-7%	1%
O=[N+]([O-])c1ccc(C(O)C[n+]2ccccc2)cc1 (stereo not given)	2%	6%	-1%	-1	6%	-0.9	2%	-14%
CC(C)(C)OC(=O)C[C@@H]1C/C=C\C[C@@H](CC(=O)NCCO)C(=O)NCCOC1=O	2%	-21%	0%	5	1%	-2.0	1%	-5%
Cc1ccccc1NC(=O)Cn1nc(C)n2cccc2c1=O	6%	0%	1%	-6	10%	2.1	-8%	0%
Cc1cc(C(=O)N/N=C/c2sc(N3CCOCC3)nc2-c2ccccc2)c(C)o1	1%	-12%	-2%	6	-7%	-0.9	16%	-9%
COc1ccccc1NC(=O)c1ccc(S(=O)(=O)N(C)c2ccccc2)cc1	-28%	-14%	-3%	1	-30%	-1.1	6%	-7%
Cc1ccc(-c2nnn(CC(=O)N(Cc3ccco3)C(C(=O)NC(C)(C)C)c3ccncc3)n2)o1 (stereo not given)	-1%	-12%	0%	0	-4%	-2.7	2%	-10%
CCC(=O)n1nc(-c2ccc(OC)cc2)nc1N	-1%	1%	-3%	0	-3%	-0.4	0%	-2%
CCN(CC)S(=O)(=O)c1ccc(OC)c(NC(=O)c2ccc(-n3cncn3)c([N+](=O)[O-])c2)c1	-10%	11%	-14%	-6	7%	0.7	-16%	-2%
C=CCn1c(SCC(=O)N2CCOCC2)nnc1C(C)NC(=O)c1ccccc1 (stereo not given)	-22%	11%	2%	-10	8%	-47*	-4%	-10%
O=C(NCc1ccco1)C1CCCN1C(=O)Nc1ccccc1Cl (stereo not given)	1%	3%	1%	0	-5%	0.4	8%	-2%
COc1ccc(C(=O)NC2=NCCS2)cc1	4%	-4%	-1%	-6	-3%	-1.9	2%	-7%
O=C(Nc1nccs1)c1ccc(Br)c(S(=O)(=O)N2CCOCC2)c1	-2%	-2%	0%	-7	5%	-1.6	1%	-9%
Cc1cccc(N2CCN(c3ccc4cc(S(=O)(=O)N5CCCCC5)ccc4n3)CC2C)c1 (stereo not given)	1%	-5%	0%	1	-16%	0.4	8%	3%
CC(CCc1ccco1)NC(=O)Cn1ncc2c(=O)oc3ccccc3c21 (stereo not given)	2%	-1%	2%	5	6%	0.1	-4%	-5%
COc1cc2c(cc1OC)C(c1cc3cc(OC)c(OC)cc3[nH]c1=O)N(C(=O)C1CC1)CC2 (stereo not given)	6%	11%	2%	x	7%	1.2	-1%	-6%
Fc1ccc(Oc2ncccn2)c(F)c1	2%	7%	2%	-2	7%	2.6	-8%	-4%
O=C(Nc1ccnn1C1CCN(C(=O)c2ccc(Cl)c(F)c2)CC1)C1CCOC1 (stereo not given)	-12%	-3%	-3%	0	3%	-1.2	7%	1%
c1ccc(Nc2c3c(nc4ncnn24)CCC3)cc1	0%	1%	-1%	x	2%	-0.2	0%	-2%
COc1cccc(CN2CCN(Cc3ccc4c(c3)OCCO4)CC2CCO)c1 (stereo not given)	-2%	10%	-1%	2	-5%	-2.9	4%	-11%
COc1ccc(OC)c(-c2csc(NC(=O)Cc3ccccc3)n2)c1	-1%	-4%	0%	14	-20%	-1.6	-2%	1%

Entries of single compounds, quoted from the list. Screens in order: WRN helicase inh | EPAC2 antagonist | Mm-Cpn inhibitor | PI5P4Ka inh | EPAC1 antag | CCT modulator | EPAC1 ag | PLK1 PBD block
Listed for `COc1ccc(OC)c(-c2csc(NC(=O)Cc3ccccc3)n2)c1` : -1% | -4% | 0% | 14 | -20% | -1.6 | -2% | 1%
Listed for `c1ccc(Nc2c3c(nc4ncnn24)CCC3)cc1` : 0% | 1% | -1% | x | 2% | -0.2 | 0% | -2%

(cont.)
SMILES	WRN helicase inh	EPAC2 antagonist	Mm-Cpn inhibitor	PI5P4Ka inh	EPAC1 antag	CCT modulator	EPAC1 ag	PLK1 PBD block
CCC(=O)c1ccc(OCC(=O)OCC(=O)Nc2ccc(C)c(S(=O)(=O)N3CCCCC3)c2)cc1	2%	-3%	1%	17	-4%	-1.9	-5%	9%
Cc1ccc(NC(=O)CCC(=O)OCC(=O)c2ccc(Oc3ccc([N+](=O)[O-])cc3)cc2)cc1C	-2%	-2%	0%	x	-11%	-1.2	2%	-14%
O=C(OCC(=O)N1CCc2ccccc2C1)c1ccc(OC(F)F)cc1	0%	-1%	0%	4	-18%	-1.1	4%	-6%
CS/C(N)=N/N=C/c1cc(Br)cc(Br)c1O	-7%	-2%	-2%	25	-30%	-3.5	-2%	-9%
Cc1cc(Br)cn2c(Cc3ccccc3)c(-c3cccc(Br)c3)nc12	-20%	12%	x	3	-13%	0.3	0%	-2%
COC(=O)C(Cc1ccccc1)NC(=O)CNS(=O)(=O)c1ccc(Br)cc1 (stereo not given)	1%	4%	4%	1	-16%	-0.2	11%	-8%
Cc1cn(C(=O)CN2C(=O)c3ccccc3C2=O)c(C)n1	-2%	-5%	0%	5	-12%	-0.7	4%	-3%
O=C(COC(=O)c1cnccn1)NC(=O)c1ccccc1	u	6%	-1%	-7	2%	1.3	7%	-17%
CC1(C)CC2CC(C)(CN2/C=C2/CCCCC2=O)C1 (stereo not given)	-1%	-1%	-2%	-1	-9%	0.8	8%	-12%
C#CCOCCOCCOCCNc1nc(N2CCN(C(=O)[C@H]([C@@H](C)CC)n3cc([C@@H](N)Cc4ccc(O)cc4)nn3)CC2)nc(N2CCN(C(=O)[C@H]([C@@H](C)CC)n3cc([C@@H](N)CC(C)C)nn3)CC2)n1	7%	-2%	x	18	-2%	-1.5	-6%	-10%
Cc1cc(C)nc(/N=C(\N)N(Cc2ccccc2)Cc2ccccc2)n1	-13%	1%	-2%	1	3%	2.5	2%	0%
O=C(/C=C/c1ccc(Br)cc1)NCCCn1ccnc1	-3%	-2%	2%	-2	-30%	0.4	5%	-9%
Cn1ccs/c1=N\S(=O)(=O)c1ccc(F)cc1	7%	2%	1%	-3	-5%	-1.9	8%	-11%
COc1ccc(CN2CN(c3ccc(Cl)cc3)C(=O)N(n3cnnc3)C2)cc1	0%	2%	0%	x	10%	-5.6	2%	-3%

Screening data: PubChem BioAssay, National Center for Advancing Translational Sciences (NCATS)
